Screening results deposited in PubChem BioAssay by several laboratories.
p47phox inh: p47phox (human) inhibition; p47phox/p22phox peptide binding, fluorescence polarization, 2 h; inhibition, % at 24.7 µM; 220,000 compounds, 0.53% hits;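 also: 0% = p47phox with labelled peptide and 100% = labelled peptide alone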
thrombin 1536: thrombin (human) inhibition; AID 1046; inhibition, % at 5 µM; 220,000 compounds, 0.26% hits; alpha-thrombin, Boc-VPR-AMC fluorogenic substrate cleavage;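 active = inhibition at or above 40%; inactive = inhibition below 40%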;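 also: 0% = enzyme with no compound and 100% = wells without enzyme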
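Material: human alpha-thrombin enzyme / Medium: pH 7.5 Tris (50 mM) with NaCl 150 mM, Tween 20 0.05% / Compound: single-point dosing at 5 µM, 0.2% DMSO / Incubation: enzyme reaction carried out at room temperature / Detection: AMC fluorescence, 355/460 nm / Read-out basis: percent inhibition scaled between no-compound controls and no-enzyme blanks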
Rad51 HR inh: Rad51 (human) homologous recombination inhibition. Q06609. inhibition, % at 10 µM. 200,000 compounds, 0.085% hits. hRad51 DNA strand exchange, fluorescence dequenching;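 active = inhibition above 40% at the single screening dose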;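 also: 0% = DMSO control wells and 100% = blanks with heterologous ssDNA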
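Read-out basis: percent inhibition relative to plate controls and blanks / Assay system: human Rad51 nucleoprotein filaments preassembled on unlabelled ssDNA / Timing: filaments 15 min 37 °C, then compound 30 min / Control set: per-plate controls and blanks / Technique: fluorescence dequenching at 485/520 nm / Compound: 10 µM final, single point / Also added: Fluorescein- and BHQ1-tagged 47-mer duplex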
Furin inh: blocks human furin protease activity | inhibition, % at 30 µM | purified furin, fluorogenic substrate cleavage | AID 463115 | 220,000 compounds, 0.061% hits | P09958; in the data active = inhibition above about 25%; also: inactives centre near -15
14-3-3 Bad PPI: disrupts binding of bovine 14-3-3 zeta to phospho-Bad peptide; inhibition, % at 21.7 µM; TR-FRET 14-3-3zeta/Dy647-pBad peptide displacement, 1 h; P63103; 220,000 compounds, 0.71% hits;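 active = inhibition above about 70%, limit read from the data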;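 also: 0% = full 14-3-3 plus peptide FRET controls and 100% = background without 14-3-3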
KLK5 inh: blocks human kallikrein 5 protease activity | recombinant hK5, fluorogenic AMC substrate cleavage | Q9Y337 | inhibition, % at 5 µM | 210,000 compounds, 0.59% hits;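 active = inhibition of 40% or more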;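 also: 0% = enzyme controls without compound and 100% = no-enzyme blanks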
eIF4E-4G inh: inhibitors of eIF4E and eIF4G interaction in translation initiation; P63073+Q04637; TR-FRET eIF4E-eIF4GI(517-606) binding, 2 h; inhibition, % at 21.7 µM; 220,000 compounds, 0.37% hits; AID 782;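 also: 0% = full FRET control wells and 100% = background wells lacking eIF4GI fragment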
Target sequence (P63073 whole entry, looked up, the tested form may be a part): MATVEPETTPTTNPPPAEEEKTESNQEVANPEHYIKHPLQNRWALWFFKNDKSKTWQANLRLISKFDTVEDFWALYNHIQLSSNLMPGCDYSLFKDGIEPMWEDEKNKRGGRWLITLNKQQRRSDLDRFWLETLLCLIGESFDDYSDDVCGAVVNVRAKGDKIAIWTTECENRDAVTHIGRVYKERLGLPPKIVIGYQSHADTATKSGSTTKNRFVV
Target sequence (Q04637 whole entry, looked up, the tested form may be a part): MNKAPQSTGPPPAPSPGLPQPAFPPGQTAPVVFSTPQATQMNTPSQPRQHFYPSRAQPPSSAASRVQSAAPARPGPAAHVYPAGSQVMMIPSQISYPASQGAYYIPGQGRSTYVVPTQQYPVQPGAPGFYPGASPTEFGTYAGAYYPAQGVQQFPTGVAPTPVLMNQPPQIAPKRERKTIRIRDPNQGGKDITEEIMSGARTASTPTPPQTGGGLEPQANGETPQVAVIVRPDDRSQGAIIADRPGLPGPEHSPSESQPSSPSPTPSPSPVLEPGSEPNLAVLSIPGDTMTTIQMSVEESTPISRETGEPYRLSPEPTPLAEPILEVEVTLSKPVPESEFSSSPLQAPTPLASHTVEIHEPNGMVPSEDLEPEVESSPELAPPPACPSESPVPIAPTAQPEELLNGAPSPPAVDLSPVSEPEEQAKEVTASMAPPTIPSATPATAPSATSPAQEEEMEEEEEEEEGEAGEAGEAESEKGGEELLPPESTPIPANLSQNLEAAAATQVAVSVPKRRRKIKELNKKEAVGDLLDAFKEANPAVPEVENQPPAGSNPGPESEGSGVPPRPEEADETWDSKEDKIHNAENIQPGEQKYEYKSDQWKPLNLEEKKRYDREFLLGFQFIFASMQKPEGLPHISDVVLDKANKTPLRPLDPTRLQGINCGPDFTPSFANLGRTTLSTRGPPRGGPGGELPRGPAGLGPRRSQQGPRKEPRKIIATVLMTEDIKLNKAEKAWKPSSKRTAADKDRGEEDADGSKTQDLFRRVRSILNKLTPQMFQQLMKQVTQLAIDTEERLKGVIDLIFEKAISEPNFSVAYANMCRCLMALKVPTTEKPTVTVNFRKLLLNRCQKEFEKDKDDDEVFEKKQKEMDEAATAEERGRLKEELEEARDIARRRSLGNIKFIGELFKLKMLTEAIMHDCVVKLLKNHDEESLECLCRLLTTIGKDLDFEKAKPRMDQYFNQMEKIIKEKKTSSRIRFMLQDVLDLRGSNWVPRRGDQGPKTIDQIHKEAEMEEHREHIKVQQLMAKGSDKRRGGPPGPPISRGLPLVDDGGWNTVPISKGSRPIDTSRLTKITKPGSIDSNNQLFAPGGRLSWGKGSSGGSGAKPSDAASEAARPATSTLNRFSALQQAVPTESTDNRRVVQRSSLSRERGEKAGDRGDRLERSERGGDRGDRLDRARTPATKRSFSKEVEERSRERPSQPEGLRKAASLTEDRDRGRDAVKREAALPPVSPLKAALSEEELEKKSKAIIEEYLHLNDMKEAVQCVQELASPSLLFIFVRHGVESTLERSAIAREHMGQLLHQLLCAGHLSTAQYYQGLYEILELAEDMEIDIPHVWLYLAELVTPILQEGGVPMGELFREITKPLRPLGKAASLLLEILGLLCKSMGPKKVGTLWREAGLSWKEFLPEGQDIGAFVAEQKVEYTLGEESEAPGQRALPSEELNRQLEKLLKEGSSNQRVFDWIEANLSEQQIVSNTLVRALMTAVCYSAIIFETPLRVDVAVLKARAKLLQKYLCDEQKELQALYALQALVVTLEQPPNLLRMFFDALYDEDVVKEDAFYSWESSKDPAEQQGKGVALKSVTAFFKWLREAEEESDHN
Cl transport mod: modulates chloride dependent transport by human KCC2 | Q9H2X9 | KCC2 cells, thallium flux FluoZin-2 fluorescence | B-score of Tl+ flux slope (higher = more flux/activation; lower = inhibition) at 10 µM | 190,000 compounds, 2.2% hits | AID 1456;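 active = thallium flux slope and its plate-corrected score both differing from the plate sample mean at a set confidence after two filtering rounds, in either direction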;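 also: slope of fluorescence scaled to starting intensity during 10 to 20 s after thallium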
EBV gp42 inh: inhibitors of Epstein-Barr virus glycoprotein 42; Q1HVG2; Fluorescence polarization binding assay, mP read-out; inhibition, % (tested at 21.74 µM); 220,000 compounds, 0.42% hits; AID 1085; in the data active = inhibition above about 50%
The depositor's hits bear a star; x = no result given; [ ] = another dose, or the depositor's remark.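 The calls were made as follows, unless noted: active = inhibition above about 30% (limit read from the data); inactive = the rest.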

SMILES	p47phox inh	thrombin 1536	Rad51 HR inh	Furin inh	14-3-3 Bad PPI	KLK5 inh	eIF4E-4G inh	Cl transport mod	EBV gp42 inh
CC(C)Oc1ccc(C(=O)NCc2ccco2)cc1	-6	-5	0	1[20 µM]	-1	-3	-1	1.3	-2
Cc1nc2cncc(Br)c2n1C	-7	0	-14	-30	-1	-5	4	1.7	-18
O=C1N/C(=N\N=C\c2cccs2)SC1Cc1ccc(Cl)cc1Cl (stereo not drawn)	-1	-8	-9	-2	-4[fluorescence artefact?]	11	-2	-0.39	5
Nc1n[nH]c(N)c1N=Nc1ccc(F)cc1	6	23	0	6	-1	4	1	0.59	-3
Cc1cc(NC(=O)CSc2c(C)[nH]c3ccccc23)no1	-4	-5	-4	-13	12	-3	-7[fluorescence artefact?]	-0.85	-16
COc1ccccc1CNC(=O)C(=O)NCC1CCCO1 (stereo not drawn)	-9	4	5	-23[20 µM]	-12	-7	6	0.34	-10
CCSc1cc(N2CCOCC2)nc(-c2ccccc2)n1	-10	-9	6	-11	-12[fluorescence artefact?]	-15	15	-0.0096	4
CC(=O)c1ccc(Oc2nc3c(c(=O)n(C)c(=O)n3C)n2C)cc1	-1	0	-3	-14	6	4	-1	0.092	4
CCOC(=O)c1ccc(NC(=O)C2(c3ccc(Cl)cc3)CCCC2)cc1	-3	-1	1	-12[20 µM]	-2[fluorescence artefact?]	-9	6	x	14
COCCNc1nc2nonc2nc1NC(C)c1ccccc1Cl (stereo not drawn)	-15	-11	-16	-9	-5	-4	-3	-3.8	-6
CC(=O)Nc1cc(C(=O)N2CCc3ccccc3C2)ccc1Sc1ccc(F)cc1	-18	-4	3	-3	-18[fluorescence artefact?]	-23	-1	-1.9	-11
Brc1cc2c(cc1/C=N/Nc1nc(N3CCOCC3)nc(N3CCOCC3)n1)OCO2	-1	-2	0	-17	9	3	1	-2.3	-14
N#Cc1ccc(COC(=O)c2ccccn2)cc1	0	-13	0	-17	-1	-6	2	-0.61	-9
COc1cccc(/C=C/C(=O)N2CCN(c3n[nH]c(=O)[nH]c3=O)CC2)c1OC	-10	-1	-6	-16	-10	-11	-2	-1	5
Cc1ccccc1/C=N/n1c(-c2ccccn2)n[nH]c1=S	-4	-2	6	-17	-16	-6	-2	0.38	-5
CCC(C)C(=O)Nc1nc2ccc(OC)cc2s1 (stereo not drawn)	-2	-5	-3	-1	2	0	2	-0.53	-24
Cc1cccc(N2C(=O)CS/C2=N\NC(=O)c2cccnc2)c1C	1	-4	8	-32	-11	0	-3	1.1	-6
Cn1c(=O)c2[nH]c(NCCCN3CCOCC3)nc2n(C)c1=O	-12	3	8	-22[20 µM]	-15[fluorescence artefact?]	-15	1[fluorescence artefact?]	-0.47	-22
CC1CCN(S(=O)(=O)c2cccc(C(=O)O)c2)CC1	-4	33	-2	-13[20 µM]	16	26	-20	0.52	11
COC(=O)NCC12CC3CC(C1)CC(CNC(=O)OC)(C3)C2	-14	-2	11	-4	-2	-23	-12	0.12	-12
O=[N+]([O-])c1ccc(/C=N/n2c(CO)nc3ccccc32)s1	6	32	-9	-9	10	14	1	-0.073	53*
NC(=O)CC[C@@H]1NC(=O)C(Cc2ccc(O)cc2)NC(=O)c2cc([N+](=O)[O-])cc(F)c2NCCC[C@@H](C(N)=O)NC1=O (stereo partly drawn)	-2	0	-5	0	4	0	-3	0.38	3
CCOc1ccccc1C=Nc1ccccc1C(=O)Nc1ccccc1	-3	-7	x	-25	-1	-15	4	-0.11	9
CCOc1ccc2nc(NC(NC(C)=O)(C(=O)OC)C(F)(F)F)sc2c1 (stereo not drawn)	-5	-6	-4	-23	-26[fluorescence artefact?]	-22	-10[fluorescence artefact?]	0.0014	-5
C/C(=N\NC(=O)c1c(Cl)c(C)nn1C)c1ccc(NC(=O)c2ccncc2)cc1	-14	2	6	0	-1[fluorescence artefact?]	-12	2	-0.89	-20
Other structures.
SMILES	p47phox inh	thrombin 1536	Rad51 HR inh	Furin inh	14-3-3 Bad PPI	KLK5 inh	eIF4E-4G inh	Cl transport mod	EBV gp42 inh
Cc1cc(N/N=C/c2ccc3c(c2)OCO3)nc2ccccc12	-7	-1	5	-9	-3	0	-3	0.11	9
CCOC(=O)N/N=C/c1cccc(Cl)c1Cl	-10	1	-33	-29	1	-8	0	0.13	-11
CCOC(=O)c1sc2ncn(/N=C/N(C)C)c(=O)c2c1C	-5	-11	-5	-9[20 µM]	7	-20	1	x	1
COc1ccc(N2C(=O)C3C4C=CC(CC4)C3C2=O)c([N+](=O)[O-])c1 (stereo not drawn)	5	-9	x	-9[20 µM]	-6	6	1	x	1
CCOC(=O)c1ccc(N=C2SC(C(=O)NC)CC(=O)N2Cc2ccc(F)cc2)cc1 (stereo not drawn)	-2	-2	4	-28	-4	0	-6	-0.4	-5
CC1CCCCN1S(=O)(=O)c1ccc(NC(=O)c2ccco2)cc1 (stereo not drawn)	-8	-13	-6	-15[20 µM]	-7	-31	-1	0.045	-11
Cc1ccc(N(CC(N)=O)C2SC(=O)N(Cc3ccccc3)C2=O)cc1 (stereo not drawn)	-7	5	6	-23	-10	-2	-9	x	-17
CC(C(=O)OCC(=O)Nc1cccc(S(=O)(=O)N2CCOCC2)c1)N1C(=O)c2ccccc2C1=O (stereo not drawn)	-15	3	0	-22	2	-17	-1	-0.66	-8
O=C(c1ccc2c(c1)OCO2)N1CCN=C1SCc1cccnc1	5	0	-6	-31	-4	-6	-2	-0.0034	3
O=C(Cn1cnc2c(cnn2-c2ccc(F)cc2)c1=O)N1CCN(c2ccccc2F)CC1	-4	-4	6	-19	-8	-11	-5	-0.95	-11
CC(C)(C)n1[nH]c2c3c(ccc2c1=O)C(=O)c1ccccc1C3=O	-2	-1	5	-13[20 µM]	3[fluorescence artefact?]	2	3[fluorescence artefact?]	x	7
CCCCNC(=O)CSc1nc2ccccc2c(=O)n1Cc1ccc2c(c1)OCO2	-202	-1	-2	-7[20 µM]	-3[fluorescence artefact?]	-18	-6	0.22	-16
COC(=O)CN1C(=O)N/C(=C/c2ccc(OC)cc2)C1=O	-5	-4	x	-4	4	x	2	0.71	-5
O=C(CN1CCOCC1)NCC12CC3CC(CC(C3)C1)C2	-9	-3	8	-25	20[fluorescence artefact?]	2	3[fluorescence artefact?]	x	-27
CCn1nc(C(=O)OC2CCOC2=O)c2ccccc2c1=O (stereo not drawn)	-6	2	-3	-13	-6	3	-15	x	-2
NC(=O)COC(=O)c1cc(-c2cccs2)nn1-c1ccccc1	-8	-4	11	-35	-13	-2	-5	0.92	-18
CC(Sc1nc(-c2ccccc2)cc(C(F)(F)F)n1)C(=O)NCc1ccco1 (stereo not drawn)	-11	-15	-5	-9[20 µM]	-9[fluorescence artefact?]	-20	-7	-1.6	-16
C=CCn1c(=N)n(CC(O)COc2ccccc2OC)c2ccccc21 (stereo not drawn)	-10	2	-3	-15	-4	-8	-2[fluorescence artefact?]	-0.087	-5
CCCCC(=O)Nc1sc2c(c1C#N)CC(C)(C)OC2	2	-1	x	-30	-8[fluorescence artefact?]	12	-3[fluorescence artefact?]	1.6	2
Cc1ccc(NC(=O)CSc2nc3ccccc3c(=O)n2CCCN2CCCCC2)cc1C	-19	2	-2	-20[20 µM]	11[fluorescence artefact?]	7	-4[fluorescence artefact?]	0.031	-14
Cc1ccccc1NS(=O)(=O)c1cc(C(=O)Nc2cccc(N(C)S(C)(=O)=O)c2)ccc1C	-11	3	-9	-18[20 µM]	6	-8	-1	x	-14
CN(C)S(=O)(=O)c1cccc(C(=O)NCc2cccs2)c1	-10	4	1	-24[20 µM]	-9[fluorescence artefact?]	-5	-4[fluorescence artefact?]	0.25	6
S=c1[nH]c2ccc(Cl)cc2s1	-21	-4	x	-7	-2	0	0	86*	-4
CC1CN(C(=O)c2cn3ccccc3n2)CC(C)O1 (stereo not drawn)	0	-4	-4	-22	-3	-1	-3	0.36	-8
CC(C)(C)SCCNC(=O)/C=C/c1ccc(F)cc1	-4	0	-40	-10	14	-10	16[fluorescence artefact?]	-2	-13

Profiles from above. Screens in order: p47phox inh	thrombin 1536	Rad51 HR inh	Furin inh	14-3-3 Bad PPI	KLK5 inh	eIF4E-4G inh	Cl transport mod	EBV gp42 inh
Profile of O=C(Cn1cnc2c(cnn2-c2ccc(F)cc2)c1=O)N1CCN(c2ccccc2F)CC1 = -4	-4	6	-19	-8	-11	-5	-0.95	-11
Profile of CCOC(=O)N/N=C/c1cccc(Cl)c1Cl = -10	1	-33	-29	1	-8	0	0.13	-11
Profile of COc1ccc(N2C(=O)C3C4C=CC(CC4)C3C2=O)c([N+](=O)[O-])c1 (stereo not drawn) = 5	-9	x	-9[20 µM]	-6	6	1	x	1
Profile of CC1CCCCN1S(=O)(=O)c1ccc(NC(=O)c2ccco2)cc1 (stereo not drawn) = -8	-13	-6	-15[20 µM]	-7	-31	-1	0.045	-11

Remaining list, next part:
SMILES	p47phox inh	thrombin 1536	Rad51 HR inh	Furin inh	14-3-3 Bad PPI	KLK5 inh	eIF4E-4G inh	Cl transport mod	EBV gp42 inh
CCN(CC)c1ccc(/C=N/NC(=O)c2ccccn2)cc1	-11	-5	x	-26	2	2	7	-1.2	-17
COc1cc(-n2c(=O)c3ccccc3n(CC(=O)c3ccc(F)cc3)c2=O)cc(OC)c1OC	8	-10	12	-15	-7	0	0	-0.0086	-2
C=CCN(c1cccc(C(F)(F)F)c1)S(=O)(=O)c1cccc(C(=O)OCC(=O)NC(N)=O)c1	-8	-3	8	-15	-9	-13	15	-1.8	-7
Cc1csc(NC(=O)CSc2nnc(Cn3c(=O)sc4ccccc43)n2-c2ccccc2)n1	-8	2	1	-14	-2	9	1	-0.97	-7
Cc1ccc(C)c2c1cc(C)c1nnc(SCC(=O)Nc3cccc(C(=O)O)c3)n12	0	-4	3	-18	6	-6	92*	4.2	-13
COc1ccc2cc(CCNC(=O)c3ccc4c(c3)OCO4)c(=O)[nH]c2c1	-15	2	-15	-13	9	-1	4	-0.0077	6
CC(=O)c1c(C(C)=O)c(C)n(NC(=O)c2ccccc2Cl)c1C	-13	0	-2	-18[20 µM]	2[fluorescence artefact?]	-15	-2[fluorescence artefact?]	-0.024	-31
CCOC(=O)CC1(C)SC(NC(C)=O)=NN1C(C)=O (stereo not drawn)	2	-12	7	-18	-4	-3	-5	0.46	-10
CCSC1=NCCN1C(=O)Cc1ccc(-c2ccccc2)cc1	6	-4	-10	-12	-2	-1	-2	-0.24	2
N#CC1=C(N)NC(SCC(=O)Nc2ccc(Br)cc2)=C(C#N)C12CCCCC2	-22	-5	1	-6[20 µM]	-7	-3	-5	-4.9*	-7
CC(=O)N1CCN(S(=O)(=O)c2cccc(C(=O)Nc3nccs3)c2)CC1	-5	-10	2	-14	-11	1	-4	0.13	-14
Cc1ccc2c(=O)cc(C(F)F)oc2c1	-12	-2	3	-2[20 µM]	27	5	-2	-0.62	-10
O=S(=O)(NCC1CCCO1)c1cccc2nsnc12 (stereo not drawn)	-10	-13	-5	-29	10	1	1	0.2	-15
Cc1c(Cl)cccc1NC(=O)CCC(=O)NNC(=O)c1ccccc1Cl	1	0	5	-21[20 µM]	1	-6	65*	1	-1
O=C(NCc1ccco1)c1cc2c(s1)CSC2	-43	2	-6	-22[20 µM]	-1	-24	14	0.96	19
CCOC(=O)c1cc(CC)sc1/N=C/C1C(=O)CC(C)(C)CC1=O	-18	1	3	-9	1	-4	0	-1.5	-8
Cc1cc(C)nc(N2CCCC(C(=O)NCc3ccccc3F)C2)n1 (stereo not drawn)	-2	-5	x	-18	-7	-6	2	-0.56	-18
CCCC(C(=O)NCC1CCCO1)N(Cc1ccco1)C(=O)CNS(=O)(=O)c1ccccc1 (stereo not drawn)	-5	-2	-13	-20	-4	-8	0	0.43	-5
